Rv3671c protease: inhibitors of M. tuberculosis serine protease Rv3671c; P9WHR9; inhibition, % at 5.96 µM; 320,000 compounds, 0.048% hits; in the data active = inhibition above about 38%;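 note: extracellular domain of Rv3671c used as enzyme; 0% = enzyme with DMSO and 100% = no enzyme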
Target sequence (P9WHR9 whole entry, looked up, the tested form may be a part): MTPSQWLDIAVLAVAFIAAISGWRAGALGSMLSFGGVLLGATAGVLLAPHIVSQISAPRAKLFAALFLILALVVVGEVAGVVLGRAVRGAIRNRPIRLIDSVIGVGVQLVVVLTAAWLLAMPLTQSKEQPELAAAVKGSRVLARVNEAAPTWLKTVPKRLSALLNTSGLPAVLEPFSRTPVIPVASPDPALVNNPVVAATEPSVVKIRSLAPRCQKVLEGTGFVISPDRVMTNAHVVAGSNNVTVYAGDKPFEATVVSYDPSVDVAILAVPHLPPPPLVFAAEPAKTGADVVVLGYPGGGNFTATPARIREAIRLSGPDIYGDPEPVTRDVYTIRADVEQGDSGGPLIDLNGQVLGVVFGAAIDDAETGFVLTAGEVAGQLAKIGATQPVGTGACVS
FadD28 FP inh: blocks FadD28 binding to the bisubstrate probe | fluorescence polarization | inhibition, % at 12.5 µM | 360,000 compounds, 0.22% hits | AID 588549; in the data active = inhibition above about 8.5%, passing the limit was not always enough; inconclusive = no clear call, values can overlap the other calls
GDH-TPI inh: GDH-TPI coupled enzyme inhibition counter-screen; GDH-TPI coupled enzyme counterscreen, NADH absorbance; inhibition, % at 4.8 µM; 360,000 compounds, 1.2% hits; AID 588335;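 note: 0% = DMSO wells and 100% = wells lacking the enzyme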
Mtb BioA inh: BioA (M. tuberculosis) enzyme inhibition | 360,000 compounds, 0.096% hits | inhibition, % at 9.99 µM | purified M. tuberculosis BioA enzyme, plate reader; in the data active = inhibition above about 40%; inconclusive = no clear call, values can overlap the other calls
MazF activator: MazEF (E. coli) toxin RNase activation; FAM/BHQ RNA-DNA oligo cleavage fluorescence, 5 h; 350,000 compounds, 0.32% hits; activation, % at 20 µM; AID 504720; in the data active = activation above about 50%
Target sequence (P0AE70 whole entry, looked up): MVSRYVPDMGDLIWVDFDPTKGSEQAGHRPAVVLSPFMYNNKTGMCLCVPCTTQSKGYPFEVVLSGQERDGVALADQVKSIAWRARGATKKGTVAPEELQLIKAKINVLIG
VHR inh abs: blocks human VHR1 dual specificity phosphatase. recombinant VHR phosphatase, pNPP absorbance. inhibition, % at 13.3 µM. 290,000 compounds, 0.52% hits; in the data active = inhibition above about 50%; note: some compounds called inactive have numbers as strong as hits
CCHF vOTU inh: CCHFV vOTU protease inhibition; Pep-AMC fluorescence; inhibition, % at 11.5 µM; 370,000 compounds, 0.55% hits; AID 651958; note: 0% = vehicle wells with enzyme and 100% = no enzyme wells
Mtb FBA inh: Mtb fructose-bisphosphate aldolase inhibition | P9WQA3 | purified M. tuberculosis FBA, fluorescence read-out | inhibition, % at 1 µM | 360,000 compounds, 2.3% hits; in the data active = inhibition above about 27%;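 note: 0% = vehicle and 100% = reference inhibitor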
UGM FP inh: Mtb UDP-galactopyranose mutase inhibition. P9WIQ1. purified UGM, fluorescence polarization probe displacement. inhibition, % at 10 µM. 320,000 compounds, 0.06% hits. AID 504406; in the data active = inhibition above about 10%, passing the limit was not always enough; inconclusive = no clear call, values can overlap the other calls
Target sequence (P9WIQ1 whole entry, looked up): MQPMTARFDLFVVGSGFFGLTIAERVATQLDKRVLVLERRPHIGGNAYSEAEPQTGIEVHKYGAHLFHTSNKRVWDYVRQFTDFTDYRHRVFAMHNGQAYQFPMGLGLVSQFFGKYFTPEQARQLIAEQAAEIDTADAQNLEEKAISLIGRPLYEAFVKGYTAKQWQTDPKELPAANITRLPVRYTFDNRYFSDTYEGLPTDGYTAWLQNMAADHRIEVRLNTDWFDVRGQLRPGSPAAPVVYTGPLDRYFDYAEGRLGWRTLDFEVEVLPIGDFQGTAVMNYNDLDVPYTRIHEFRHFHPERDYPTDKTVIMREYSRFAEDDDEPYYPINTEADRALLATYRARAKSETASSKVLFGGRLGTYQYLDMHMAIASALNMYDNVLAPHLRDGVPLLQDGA
BoNT F protease: BoNT F light chain protease inhibition; 360,000 compounds, 0.22% hits; Multiplex microsphere protease cleavage assay, flow cytometry; AID 588497; inhibition, % at 10 µM; in the data active = inhibition above about 35%, passing the limit was not always enough; inconclusive = no clear call, values can overlap the other calls; note: plate controls were buffer without enzyme for full effect and enzyme alone for no effect
* hit, by the source's call; ? = inconclusive; · = no result given; & = joins results of further samples. Cut-off read from the data, not from the text of the source, unless noted: active = inhibition above about 30%; inactive = the rest.

Molecule	Rv3671c protease	FadD28 FP inh	GDH-TPI inh	Mtb BioA inh	MazF activator	VHR inh abs	CCHF vOTU inh	Mtb FBA inh	UGM FP inh	BoNT F protease
CN(C)C(=O)/C(=C/c1cn(-c2ccccc2)nc1-c1cccc([N+](=O)[O-])c1)NC(=O)c1ccccc1	0	-1.1	-2	·	3	13	-20	0	-1.8	1
COc1ccc(N/N=C(/C(N)=O)C2=NC(C)(C)Cc3ccccc32)cc1	11	-1.8	3	·	3	7	9	-3	1.2	-8
Cc1ccc2ncnc(Nc3ccccc3)c2c1	1	-1.0	11	·	-5	19	5	3	-0.5	-7
CCC(=O)N1c2ccc(S(=O)(=O)N3CCCCC3)cc2CC1C (stereo not drawn)	-5	-1.2	0	0.9	5	8	5	1	1.8	10
COc1ccc(N(CC(=O)N2CCc3ccccc3C2)S(=O)(=O)c2ccccc2)cc1	1	0.1	-2	-2.2	4	34	-11	1	-1.6	-3
CCc1cc2c(=O)n(N)c(CCC(=O)O)nc2s1	-1	-2.0	8	0.1	-2	-12	-6	0	1.2	-4
COc1ccc(-n2c(C)nc3c(cnn3-c3ccccc3)c2=O)cc1	-5	-0.7	2	10	1	41	8	-1	-1.7	2
COc1cc(CC2C(=O)OCC2C(=O)c2ccc3c(c2)OCO3)cc(OC)c1OC (stereo not drawn)	·	-1.3	8	·	8	·	-3	-5	·	6
CC1CCCN(CCCNC(=O)C2CCN(S(=O)(=O)N3CCC4(CC3)OCCO4)CC2)C1 (stereo not drawn)	-4	-0.2	5	-0.3	3	84	-5	0	2.0	0
O=C(N=Nc1c(O)[nH]c(=O)[nH]c1=O)C1COc2ccccc2O1 (stereo not drawn)	-26	-3.1	1	·	4	19	0	0	-2.9	0
Cc1ccc(S(=O)(=O)NC(C)(C)CN2CCC(Cc3ccccc3)CC2)cc1	9	1.4	0	-1.5	8	9	8	11	·	1
CCn1cc(/C=N/NC(=O)c2cc3c(ccc4ccccc43)o2)c2ccccc21	-12	-1.7	23	-2.0	-6	17	-15	14	-3.5	1
COc1ccccc1N/C=C(\C#N)c1nc2ccccc2[nH]1	-2	0.4	4	·	11	20	-5	-1	-1.7	-2
Cc1csc(SCC(=O)Nc2cc(S(=O)(=O)N3CCOCC3)ccc2N2CCOCC2)n1	1	-0.8	16	-0.9	-2	15	-10	-3	0.7	-6
COc1ccccc1C1CCN(c2ccc([N+](=O)[O-])c(OC)c2)CC1	0	-0.6	9	1.6	-7	25	-3	-34	0.4	?
CCCCc1c(O)nc(SCCN(C)C)n(-c2ccccc2)c1=O	2	-3.3	-7	0.0	2	30	9	-3	-1.2	9
CC(C)(C)c1nnc(NC(=O)c2cc(-c3ccccc3)nc3ccccc23)s1	-1	1.7	4	-0.7	-10	32	7	1	2.8	-3
COc1ccccc1S(=O)(=O)Cc1ccc(C(=O)NCc2cccs2)o1	1	-2.3	-9	-0.1	10	-1	-3	0	-2.1	8
CC(O)c1n(C)c(Cl)c[n+]1C (stereo not drawn)	-1	0.3	-2	-0.2	3	6	9	4	0.0	-3
CCOC(=O)c1cc(NC(=O)C2CCCO2)cc(C(=O)OCC)c1 (stereo not drawn)	-3	-2.1	3	1.1	-4	-20	12	0	1.1	8
CN(CCOc1ccccc1)C(=S)Nc1ccc(OC(F)F)cc1	4	-5.8	8	1.0	1	12	1	1	2.9	-25
CC(C)(C)[C@@H]1COC(=O)[C@H](Cc2ccc(F)cc2)CC/C=C\C[C@H](CC(=O)N(CCO)Cc2ccccc2)C(=O)N1	-13	-2.9	14	-3.3	-1	·	19	3	2.6	2
Cc1cccc(OCC(=O)N2CCN(C(=O)c3ccco3)CC2)c1	-13	0.3	6	·	5	23	0	1	-1.2	2
COc1ccc(S(=O)(=O)N2CCOCC2)cc1NC(=O)Cc1ccccc1Cl	-1	-4.8	10	·	-3	0	1	0	-2.5	-21
C#Cc1ccc([C@@H]2C=C(C(=O)OCC=C)O[C@H](OCC)[C@H]2CCCO)cc1	-10	0.3	1	1.5&-0.2	-9	14	-5	4	-2.0	-5
CN1CCCC(OC(=O)CCCC(=O)OC2CCCN(C)C2)C1 (stereo not drawn)	-2	0.3	8	-0.3	10	3	-4	0	-0.6	-3
O=C(O)CC1c2ccccc2CCN1S(=O)(=O)c1ccc(F)cc1 (stereo not drawn)	0	-1.1	-3	0.1	8	-35	-1	0	0.8	5
Cc1ccc(C)c2c1N(Cc1ccccc1)C(=O)C21OCCO1	8	0.0	18	-2.0	1	30	-12	-1	0.9	?
CCCNC(=O)NC(=O)CN1C(=O)NC(C)(c2ccc(C)cc2)C1=O (stereo not drawn)	-2	-3.0	14	-0.5	-4	2	11	-6	-0.7	-4
CCOc1ccccc1NC(=O)CSc1cn[nH]n1	7	-3.2	-4	-1.9	1	·	-6	-1	·	-7
COC(=O)c1c(C)[nH]c(/C=N/Nc2ccccc2)c1C	2	-0.5	8	0.1	-8	17	12	2	-0.1	-3
CCOc1ccc(OCCCC(=O)NNC(=O)c2ccncc2)cc1	-9	-2.1	-8	-0.1	2	·	6	0	-2.4	·
Cc1c(S(=O)(=O)N2CCC(C)CC2)c(=O)n(C)c(=O)n1C	-7	-0.7	-11	-0.5	-7	·	8	-1	-1.6	2
CCc1noc(C)c1C(=O)Nc1nc2c(F)cc(F)cc2s1	-7	-0.5	8	-0.3	1	·	6	1	-0.9	-2
COc1cc(OC)nc(Oc2ccccc2/C=N/O)n1	8	-1.2	-4	·	-8	·	-4	4	0.1	-2
COCCN(C(=S)Nc1ccc(C)c(C)c1)C(C)c1ccco1 (stereo not drawn)	5	-4.8	-3	1.3	2	37	6	7	4.5	7
O=C(N/N=C/c1ccc2c(c1)OCO2)C(O)c1ccccc1 (stereo not drawn)	4	-0.8	13	·	5	42	-1	1	-0.2	-1
CC(C)c1ccc(/C=N\NC(=O)c2ccc(Cn3cccn3)o2)cc1	-7	3.2	18	1.1	3	-11	15	-4	-0.2	-13
CC(=O)N1CCc2cc(S(=O)(=O)CCC(=O)Nc3c(C)n(C)n(-c4ccccc4)c3=O)ccc21	0	-1.4	4	0.1	-1	27	-2	-13	-0.4	11
COc1cc(C=O)c(-c2c(C=O)cc(OC)c3c2OCO3)c2c1OCO2	-2	-0.7	23	0.3	7	6	-6	0	-2.5	-5
Cc1ccc2nc3ccc(N4CCCCCCC4)nn3c(=O)c2c1	-1	-1.6	20	1.2	-6	32	-8	7	2.0	-1
C=CCNc1nc(NCCOc2ccccc2Cl)c2sc(-c3ccccc3)cc2n1	·	-12	10	-0.5	·	·	3	1	·	-4
Nc1ccc(S(=O)(=O)Nc2ccc(S(N)(=O)=O)cc2)cc1	7	-1.4	1	·	-3	16	3	2	-1.8	-26
CCOC(=O)c1[nH]cnc1C(=O)N1CCN(C(=O)OC(C)(C)C)CC1	3	-1.5	7	-0.8	3	·	1	1	-0.9	-2
CN(C)S(=O)(=O)c1cc(NC(=O)COC(=O)C2CSC3(C)CCC(=O)N23)ccc1Cl (stereo not drawn)	2	-0.1	7	0.1	2	34	10	-1	-0.6	-3
Cc1ccc(CC(NC(=O)c2ccc(C)cc2)C(=O)O)cc1 (stereo not drawn)	·	-1.3	1	-0.4	1	·	-1	2	·	-4
O=C(CSc1n[nH]c(=O)[nH]c1=O)Nc1c(Cl)cc(Cl)cc1Cl	0	0.0	4	-1.0	1	·	-12	2	-1.1	-3
C=C/C(C)=C/C[C@H]1C(=C)CCC2[C@](C)(C(=O)O)CCC[C@@]21C (stereo partly drawn)	-1	-0.9	5	-0.7	4	·	·	2	0.0	3
CC1CCN(C(=O)c2ccc3c(c2)NC(=O)/C(=C/c2ccccc2)S3)CC1	-5	-0.8	23	-2.1	3	-25	19	0	0.1	15
COc1ccc(NC(=O)Nc2ccccc2SC)c(OC)c1	-7	-0.9	4	-1.4	2	8	8	1	-2.5	4
C=CCN(C(=O)CSc1nc2[nH]ncc2c(=O)n1-c1ccccc1OC)c1ccccc1	7	-2.2	-1	1.2	3	8	-9	0	·	-11

One compound at a time, as listed above. Screens in order: Rv3671c protease | FadD28 FP inh | GDH-TPI inh | Mtb BioA inh | MazF activator | VHR inh abs | CCHF vOTU inh | Mtb FBA inh | UGM FP inh | BoNT F protease
Results for COc1ccccc1N/C=C(\C#N)c1nc2ccccc2[nH]1 : -2 | 0.4 | 4 | · | 11 | 20 | -5 | -1 | -1.7 | -2
Results for CN(C)S(=O)(=O)c1cc(NC(=O)COC(=O)C2CSC3(C)CCC(=O)N23)ccc1Cl (stereo not drawn) : 2 | -0.1 | 7 | 0.1 | 2 | 34 | 10 | -1 | -0.6 | -3

Of the compounds above, these have a halogen.
Molecule	Rv3671c protease	FadD28 FP inh	GDH-TPI inh	Mtb BioA inh	MazF activator	VHR inh abs	CCHF vOTU inh	Mtb FBA inh	UGM FP inh	BoNT F protease
CC(O)c1n(C)c(Cl)c[n+]1C (stereo not drawn)	-1	0.3	-2	-0.2	3	6	9	4	0.0	-3
CN(CCOc1ccccc1)C(=S)Nc1ccc(OC(F)F)cc1	4	-5.8	8	1.0	1	12	1	1	2.9	-25
CC(C)(C)[C@@H]1COC(=O)[C@H](Cc2ccc(F)cc2)CC/C=C\C[C@H](CC(=O)N(CCO)Cc2ccccc2)C(=O)N1	-13	-2.9	14	-3.3	-1	·	19	3	2.6	2
COc1ccc(S(=O)(=O)N2CCOCC2)cc1NC(=O)Cc1ccccc1Cl	-1	-4.8	10	·	-3	0	1	0	-2.5	-21
O=C(O)CC1c2ccccc2CCN1S(=O)(=O)c1ccc(F)cc1 (stereo not drawn)	0	-1.1	-3	0.1	8	-35	-1	0	0.8	5
CCc1noc(C)c1C(=O)Nc1nc2c(F)cc(F)cc2s1	-7	-0.5	8	-0.3	1	·	6	1	-0.9	-2
C=CCNc1nc(NCCOc2ccccc2Cl)c2sc(-c3ccccc3)cc2n1	·	-12	10	-0.5	·	·	3	1	·	-4
CN(C)S(=O)(=O)c1cc(NC(=O)COC(=O)C2CSC3(C)CCC(=O)N23)ccc1Cl (stereo not drawn)	2	-0.1	7	0.1	2	34	10	-1	-0.6	-3
O=C(CSc1n[nH]c(=O)[nH]c1=O)Nc1c(Cl)cc(Cl)cc1Cl	0	0.0	4	-1.0	1	·	-12	2	-1.1	-3

From PubChem BioAssay

Hits appear at their usual frequency (roughly 4.9% active in at least one column).
